HCV inhibitor: HCV inhibition; actives 3.4% (n = 340,000); Huh7.5.1 HCVcc-Cre infection, luciferase reporter, 44 h; Potency, µM (highest dose often 41.8 µM), inactives show at the top dose activity change, negative = inhibition, most hits filed as inhibitors; also: potency is read from the fitted curve at half-maximal effect
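Infectious HCV cell culture screen: compound-treated cells (1,000/well, pre-plated 4 h) are infected with HCVcc-Cre at roughly 0.5 moi and grown 44 h. Infection is quantified by luciferase signal after 15 min substrate incubation at room temperature.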
Tb PYK inh: inhibitors of Trypanosoma brucei pyruvate kinase. actives 0.12% (n = 410,000). Q57TT1. Potency, µM (top dose mostly 76.8 µM), inactives show at the top dose activity, negative = inhibition, most hits filed as inhibitors. TbPYK enzyme, Kinase-Glo Plus ATP luminescence, 45 min; also: potency is read from the fitted curve at half-maximal effect; nearly all actives have a fitted effect of over 50% in size
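Glycolytic pyruvate kinase of T. brucei was incubated with substrate, test compound and 130 uM ADP for 45 minutes at room temperature. Luminescent Kinase-Glo Plus signal was measured after 10 minutes.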
HCMV antiviral: blocks human cytomegalovirus replication | activity change, negative = inhibition, % at 57.5 µM | actives 4.5% (n = 410,000) | HFF cells, HCMV-luciferase reporter, 72 h; hits give low values; in the data active = activity change below about -60%; inconclusive = no clear call, values can overlap the other calls; inactive = above about -39%
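Compounds were evaluated in HFFs infected with an HCMV luciferase reporter virus (MOI 1 PFU/cell). Luciferase in lysates collected 72 h post infection served as the replication measure.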
AMA1-RON2 inh: disrupts binding of P. falciparum AMA1 to RON2; AlphaScreen AMA1-biotinylated RON2 peptide binding; Potency, µM (highest dose often 58.2 µM), for inactives: at the highest dose activity change, negative = inhibition, hits mostly inhibitors; actives 0.2% (n = 360,000); AID 720542;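 also: potency is read from the fitted curve at half-maximal effect; 0% = vehicle wells and -100% = peptide control; nearly all actives have a fitted effect of over 45% in size; some results filed as inactive show a strong effect at the top dose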
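AMA1 (3D7) with his tag at 25 nM final met compounds first, then biotinylated RON2 peptide at 25 nM; detection used donor plus acceptor beads, 10 µg/mL apiece, read by AlphaScreen after 30 min at room temperature.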
AmpC no deterg: inhibitors of E. coli AmpC beta-lactamase without detergent; actives 0.52% (n = 330,000); AID 485341; P00811; AmpC nitrocefin hydrolysis, absorbance 480 nm, 0.0001% Triton; Potency, µM (top dose mostly 57.1 µM), for inactives: at the highest dose activity change, negative = inhibition, actives largely listed as inhibitors;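 also: potency is read from the fitted curve at half-maximal effect; plate controls were no compound for no effect and no enzyme for full effect; nearly all actives have a fitted effect of over 20% in size; some results filed as inactive show a strong effect at the top dose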
Target sequence (P00811 whole entry, looked up): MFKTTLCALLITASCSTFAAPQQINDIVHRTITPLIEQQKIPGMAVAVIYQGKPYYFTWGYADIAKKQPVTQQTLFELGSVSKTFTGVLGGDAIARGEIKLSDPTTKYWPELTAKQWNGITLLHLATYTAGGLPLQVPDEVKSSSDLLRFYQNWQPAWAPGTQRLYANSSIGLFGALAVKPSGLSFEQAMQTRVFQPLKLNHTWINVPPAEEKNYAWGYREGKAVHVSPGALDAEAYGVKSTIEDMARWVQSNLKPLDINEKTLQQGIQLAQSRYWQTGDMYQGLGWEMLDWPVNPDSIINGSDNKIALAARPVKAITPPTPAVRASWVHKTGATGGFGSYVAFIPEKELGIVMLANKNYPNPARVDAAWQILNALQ
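20 mM phosphate pH 7.0 + 0.01% (detergent screen) or 0.0001% Triton X-100; 5.3 nM AmpC reagent; cpd preinc 15 min RT; nitrocefin (800 uM stock) to start; A480 q20 s × 4 min; Activity was normalised to no-enzyme and no-compound control wells.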
LmPK inh: blocks Leishmania mexicana pyruvate kinase activity | Q27686 | purified LmPK, Kinase-Glo ATP luminescence, 1 h | Potency, µM (doses to about 57.5 µM), for the others: top-dose activity change, negative = inhibition, actives largely listed as inhibitors | actives 0.37% (n = 290,000); also: potency is read from the fitted curve at half-maximal effect
Target sequence (Q27686 whole entry, looked up): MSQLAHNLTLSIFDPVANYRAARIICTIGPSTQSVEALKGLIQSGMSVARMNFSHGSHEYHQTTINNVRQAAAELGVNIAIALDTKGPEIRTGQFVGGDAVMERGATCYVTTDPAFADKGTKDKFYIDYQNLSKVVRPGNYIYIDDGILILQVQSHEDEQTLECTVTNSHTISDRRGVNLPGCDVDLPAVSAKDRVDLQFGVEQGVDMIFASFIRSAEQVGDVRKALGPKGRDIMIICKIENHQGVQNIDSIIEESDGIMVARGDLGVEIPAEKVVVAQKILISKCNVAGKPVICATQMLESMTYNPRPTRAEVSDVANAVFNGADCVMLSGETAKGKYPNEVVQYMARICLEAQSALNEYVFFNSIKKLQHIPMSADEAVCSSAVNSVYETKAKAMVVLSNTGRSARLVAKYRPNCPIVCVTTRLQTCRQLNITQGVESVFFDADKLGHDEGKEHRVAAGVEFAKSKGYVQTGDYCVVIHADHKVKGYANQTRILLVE
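Kinase-Glo luminescence read after 1 h RT reaction of 0.1 nM LmPK with 0.5 mM PEP and 0.1 mM ADP. Activity scaled between uninhibited and enzyme-free controls.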
AmpC inh detg: inhibitors of E. coli AmpC beta-lactamase with detergent; AmpC hydrolysis of nitrocefin, absorbance 480 nm, 0.01% Triton; Potency, µM (doses to about 114 µM), for inactives: at the top dose activity change, negative = inhibition, most hits filed as inhibitors; actives 0.041% (n = 370,000); AID 485294;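 also: potency is read from the fitted curve at half-maximal effect; 0% = no-compound wells and -100% = no-enzyme wells; nearly all actives have a fitted effect of over 25% in size; some results filed as inactive show a strong effect at the top dose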
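20 mM phosphate pH 7.0 + 0.01% (detergent screen) or 0.0001% Triton X-100; 5.3 nM AmpC reagent; cpd preinc 15 min RT; nitrocefin (800 uM stock) to start; A480 q20 s × 4 min; Activity was normalised to no-enzyme and no-compound control wells.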
Numbers without * were called inactive; ? = inconclusive; · = no result given; [ ] = another dose, or the depositor's remark. Unless noted, calls follow the shape of the dose curve; as a rule, active = well fitted curve in the direction sought with a large enough effect; inconclusive = small, poorly fitted or top-dose-only effect, or another doubt; inactive = no such curve, though single readings can be large; an effect the other way counts as inactive or inconclusive. Unless noted, % is scaled to controls: 0 for no effect and ±100 for the full control effect.

SMILES	AmpC inh detg	Tb PYK inh	HCMV antiviral	AmpC no deterg	AMA1-RON2 inh	HCV inhibitor	LmPK inh
Cn1c(NCc2cc(Br)ccc2O)nc2ccccc21	?	-4%	20	-30%	-8%	?	1%
Nc1cc(Oc2ccc(F)cc2F)cc([N+](=O)[O-])c1	3%	2%	-27	-28%	-16%	3%	4%
CC(C)C(C)NC(=O)Cn1cnc2c(oc3ccccc32)c1=O (stereo not drawn)	?	-2%	15	-9%	14%	1%	-2%
Cc1ccsc1C(=O)OCC(=O)NCc1ccc2c(c1)OCO2	-1%	3%	13	-8%	-4%	-3%	6%
CCOC(=O)c1cnc(-n2[nH]c(C)cc2=O)[nH]c1=O	2%	-9%	-16	-16%	1.6µM*	17%	-9%
CCC(C)c1ccccc1N1CC(C(=O)N2CCN(C(=O)c3ccco3)CC2)CC1=O (stereo not drawn)	-7%	0%	-15	99%[activator]	0%	3%	·
CCN(CC)C(=O)CSc1nc(N)c(C(=O)Nc2ccc(OC)cc2)s1	?	-4%	?	-16%	-9%	0%	0%
Cc1cccc2nc(-c3cccc(NC(=O)Cc4ccccc4)c3)cn12	?	0%	-8	-54%	1%	?	2%
NS(=O)(=O)c1ccc(O)c(NC(=O)c2ccc([N+](=O)[O-])o2)c1	3%	?	?	-20%	12%	14%	-1%
O=C1CCC(C(=O)N2CCCC2)CN1Cc1cccc(C(F)(F)F)c1 (stereo not drawn)	-11%	4%	-30	-3%	13%	9%	3%
Cc1ccc(-c2nc3c(c(SCC(=O)N4CCOCC4)n2)COC(C)(C)C3)cc1	·	2%	13	·	-9%	7%	·
CCOC(=O)COn1c(=O)c[n+]([O-])c2ccccc21	?	2%	1	-8%	?	10%	3%
Cc1ccc(NC(=O)N(Cc2ccc3c(c2)OCO3)C2CCN(Cc3ccccc3)CC2)cc1F	-2%	-2%	-24	·	·	·	·
CN(CC(=O)Nc1cccc(F)c1)C(=O)CCNC(=O)c1ccc(Br)cc1	-10%	0%	-24	44%	-7%	-2%	-1%
Cc1cccc(N(C(=O)CS(=O)CC(=O)Nc2ccc3c(c2)OCO3)C(C)C(=O)NC2CCCC2)c1C (stereo not drawn)	4%	-12%	-30	22%	-3%	-18%	3%
OCCC#Cc1ccc(CN2CCN(C3CCCCC3)C(CCO)C2)cc1 (stereo not drawn)	-5%	2%	-12	-9%	8%	15%	5%
CC(C)CCN1CCN(Cc2ccc(Sc3nncn3C)o2)CC1CCO (stereo not drawn)	2%	0%	4	-33%	3%	14%	0%
Cc1nn(C)cc1C(C)NC(=O)c1cc(COc2ccc(F)c(F)c2)on1 (stereo not drawn)	0%	0%	-22	76%[activator]	-8%	-24%	0%
COc1ccc(C2=CCN3CCCCC3C2)c(-c2ccc(OC)c(OC)c2)c1 (stereo not drawn)	·	-8%	-2	175%[activator]	7%	?	·
O=C(COc1ccc(F)cc1)NCCCn1ccnc1	-2%	-4%	-5	-5%	11%	9%	1%

A few values from the results shown.
AmpC inh detg, Cc1nn(C)cc1C(C)NC(=O)c1cc(COc2ccc(F)c(F)c2)on1 (stereo not drawn) stands at 0%
HCV inhibitor, O=C(COc1ccc(F)cc1)NCCCn1ccnc1 stands at 9%
AmpC inh detg, OCCC#Cc1ccc(CN2CCN(C3CCCCC3)C(CCO)C2)cc1 (stereo not drawn) stands at -5%
AmpC inh detg, CN(CC(=O)Nc1cccc(F)c1)C(=O)CCNC(=O)c1ccc(Br)cc1 stands at -10%

(further entries)
SMILES	AmpC inh detg	Tb PYK inh	HCMV antiviral	AmpC no deterg	AMA1-RON2 inh	HCV inhibitor	LmPK inh
O=C(NCc1ccccc1Cl)c1ccc(S(=O)(=O)Nc2cccc(C(F)(F)F)c2)cc1	-4%	-8%	-66*	-24%	-5%	10%	1%
Cc1csc(NC(=O)Cc2nn(C)c(=O)c3ccccc23)n1	-2%	4%	?	-11%	6%	?	7%
COc1c(Cl)cnn(-c2cccc(C)c2)c1=O	?	4%	-15	0%	2%	-7%	3%
COc1ccc(CNC(=O)CSc2nnc(C)c3c(C)n(-c4ccccc4)nc23)c(OC)c1	27%	-2%	-65*	·	·	·	·
CC1=Nc2ccccc2/C1=C\c1nc(-c2ccccc2)oc1O	?	2%	18	4%	-11%	?	3%
COc1ccccc1N1CCN(C(=S)NC(=O)/C=C/c2ccccc2)CC1	8%	-3%	25	3%	37%[activator]	10%	-5%
CCOC(=O)C1CCCN(C(=O)CCNS(=O)(=O)c2ccc3c(c2)CCC(=O)N3)C1 (stereo not drawn)	-4%	-12%	17	-4%	-14%	-8%	2%
CCOC(=O)[C@@H]1[C@H]2COc3ccc(Br)cc3[C@@H]2N2C(=O)N(c3ccc(Cl)cc3)C(=O)[C@]12C	·	2%	9	·	-4%	-2%	·
CN(c1ccccc1)S(=O)(=O)c1cccc(NC(=O)c2ccncc2)c1	1%	0%	?	-14%	-7%	10µM*	0%
CCOc1ccc(NC(=O)CN2C(=O)COc3ccccc32)cc1	-12%	1%	29	7%	-1%	5%	-2%

2 compounds from above with just Tb PYK inh:
| smiles | Tb PYK inh |
| --- | --- |
| Cc1ccsc1C(=O)OCC(=O)NCc1ccc2c(c1)OCO2 | 3% |
| CCOC(=O)c1cnc(-n2[nH]c(C)cc2=O)[nH]c1=O | -9% |

Other records follow.
SMILES	AmpC inh detg	Tb PYK inh	HCMV antiviral	AmpC no deterg	AMA1-RON2 inh	HCV inhibitor	LmPK inh
COc1ccc(N2C(=O)/C(=C\c3ccco3)N=C2SCC(N)=O)cc1Cl	-9%	-6%	?	-18%	-3%	?	-1%
COc1cc(C(=O)Nc2ccc(N3CCN(C(=O)c4ccc(C)cc4)CC3)cc2)cc(OC)c1OC	-4%	-8%	?	3%	-15%	?	-7%
COc1ccc(C(=O)NC2CCCc3ccccc32)cc1S(=O)(=O)N1CCOCC1 (stereo not drawn)	-1%	2%	-20	60%[activator]	-6%	?	5%
Cc1ccc2oc3c(c(=O)c2c1)C(c1ccc(O)cc1)N(c1nc(C)c(C)s1)C3=O (stereo not drawn)	2%	1%	5	·	·	·	·
COCCN(C(=O)c1csnn1)C(C(=O)NC1CCCCC1)c1sccc1C (stereo not drawn)	-6%	3%	-32	10%	-3%	8%	3%
COc1cccc(OC)c1CNC(=O)CCSCc1ccccc1F	0%	-3%	21	-3%	4%	-2%	-2%
C/C(=N\Nc1ccc(C(=O)O)cc1)c1ccc(-n2ccnc2)cc1	-2%	-6%	32	-15%	-18%	1%	7%
CSc1ncccc1C(=O)OCC(=O)NC(N)=O	3%	3%	35	-3%	1%	19%	5%
COc1ccc(CCNc2nc3ccccc3n3cnnc23)cc1OC	0%	6%	-22	-2%	-11%	0%	5%
C[C@H](CO)N1C[C@H](C)[C@@H](CN(C)S(=O)(=O)c2ccccc2)Oc2ccc(NC(=O)c3ccncc3)cc2C1=O	·	2%	-15	147%[activator]	2%	0%	·
NC(=O)CSc1nc(N)c2c3c(sc2n1)CCCCC3	-12%	-6%	41	-9%	0%	7%	3%
COc1cc(C(=O)NCC(c2ccc(N(C)C)cc2)N2CCCC2)cc(OC)c1OC (stereo not drawn)	-6%	-1%	-6	·	·	·	·
O=C(NCCc1ccccc1)C(=O)NCC(c1cccnc1)N1CCN(c2ccccc2F)CC1 (stereo not drawn)	25%	6%	-37	·	·	·	·
O=S(=O)(Cc1ccccc1)N1CCN(Cc2ccc3c(c2)OCO3)CC1	-11%	0%	-20	·	-10%	11%	1%
CCNc1nc(Cl)nc(NCc2ccccc2)n1	?	-2%	-13	-10%	-8%	5%	4%
Clc1ccc(-c2csc(N3CCOCC3)n2)cc1	-11%	-12%	0	-2%	-20%	-9%	2%
COc1ccc(C(c2nnnn2Cc2ccccc2)N2CCN(C(=O)c3ccco3)CC2)cc1OC (stereo not drawn)	?	-4%	-21	47%	-3%	-1%	-1%
COC(=O)c1nc(NC(=O)c2ccccc2Br)n[nH]1	9%	2%	25	-1%	0%	5%	10%
COc1ccc(N2CCN(C(CNC(=O)c3ccc(OC)c(OC)c3)c3cccnc3)CC2)cc1 (stereo not drawn)	-3%	4%	-5	·	·	·	·
Clc1ccc(N2CCN(c3ccnc(Cl)n3)CC2)cc1	·	0%	-26	·	-27%	?	·
COc1ccc(CCNC(=O)CSC2=NS(=O)(=O)c3ccccc3N2)cc1OC	-18%	1%	0	-16%	-9%	18%	·
Cn1c(SCC(N)=O)nc2c([nH]c3ccccc32)c1=O	-2%	-6%	32	·	·	·	·
COc1ccc(C2CC2/C(=N/O)c2ccccc2)cc1 (stereo not drawn)	?	-25%	21	-28%	6%	3%	-4%
Cn1c(=O)c(=O)n(C)c2cc(N3CCCC3)c(NC(=O)c3ccccc3F)cc21	16%	0%	-9	·	·	·	·
Cc1ccc(NC(=O)Cn2c(C)cc(C)c(C#N)c2=O)c(Cl)c1	?	-9%	51	-18%	33%	-8%	1%
CCOc1ccc(CCNC(=O)CCS(=O)(=O)c2ccc(C)cc2)cc1OCC	1%	4%	-1	29%	-10%	-1%	0%
O=C(Nc1ccccc1)N1CCC2(CC1)OCCO2	1%	2%	-18	-20%	1%	-4%	-8%
CCCCNc1nc2c(c(=O)n(C)c(=O)n2C)n1CC(O)COc1ccccc1C (stereo not drawn)	12%	-2%	-19	·	·	·	·
CCOC(=O)c1nnn(-c2nonc2N)c1CSc1ccccc1	2%	11%	-25	-8%	-1%	-3%	6%
CN(C)c1cc(N/N=C/c2ccccc2C(F)(F)F)nc(N(C)C)n1	-6%	-1%	-27	2%	15%	?	0%
CCn1cc(C(=O)N2CCN(c3ccccc3)CC2)c(=O)c2cc(S(=O)(=O)N3CCCC3)ccc21	4%	1%	-8	·	·	·	·
CC(=O)c1sc(N2C(=O)c3oc4ccccc4c(=O)c3C2c2ccc(C)cc2)nc1C (stereo not drawn)	18%	-4%	24	·	·	·	·

High-throughput results: PubChem, National Center for Advancing Translational Sciences (NCATS)
